S1P2 agonist = agonists of human S1P2 receptor. O95136. S1P2-expressing cell line, agonist reporter read-out. activation, % at 4.5 µM. 97,000 tested, 0.46% active; in the data active means activation above about 16%;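 further: 0% = vehicle low control and 100% = maximal reference agonist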
Target sequence (O95136 whole entry, looked up): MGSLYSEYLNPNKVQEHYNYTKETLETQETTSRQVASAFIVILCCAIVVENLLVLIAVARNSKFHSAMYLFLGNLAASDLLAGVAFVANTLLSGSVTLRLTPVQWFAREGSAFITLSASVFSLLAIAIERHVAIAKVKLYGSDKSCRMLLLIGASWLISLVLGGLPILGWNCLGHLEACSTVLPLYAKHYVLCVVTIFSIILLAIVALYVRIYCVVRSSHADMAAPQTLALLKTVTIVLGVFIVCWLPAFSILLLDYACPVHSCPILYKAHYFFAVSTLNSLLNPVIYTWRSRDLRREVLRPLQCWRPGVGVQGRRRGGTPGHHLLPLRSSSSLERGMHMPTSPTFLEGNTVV
PostGolgi ctrl = inhibits growth of the yeast control strain; efflux-deficient yeast background strain, growth absorbance A615, 16 h; inhibition, % at 10 µM; 98,000 tested, 5% active; AID 738; in the data active means inhibition above about 30%
H69AR growth 86K = blocks growth of human H69AR lung tumor cells. viability, % at 10 µM. 85,000 tested, 6% active. AID 598. H69AR lung tumor viability, ATP luminescence, 72 h; active compounds read low;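 active means viability at or below 40%; inactive means viability above 40%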;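 further: multidrug resistant small cell line overexpressing MRP-1 efflux transporter; 100% = mean luminescence of untreated control wells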
sEH inh = blocks human soluble epoxide hydrolase activity. 91,000 tested, 0.34% active. inhibition, % at 2 µM. P34913. AID 707. recombinant human sEH enzymatic activity assay; in the data active means inhibition above about 80%; further: values of inactives mirror those of a sister screen read the other way; many of its hits are not listed in these tables
Target sequence (P34913 whole entry, looked up): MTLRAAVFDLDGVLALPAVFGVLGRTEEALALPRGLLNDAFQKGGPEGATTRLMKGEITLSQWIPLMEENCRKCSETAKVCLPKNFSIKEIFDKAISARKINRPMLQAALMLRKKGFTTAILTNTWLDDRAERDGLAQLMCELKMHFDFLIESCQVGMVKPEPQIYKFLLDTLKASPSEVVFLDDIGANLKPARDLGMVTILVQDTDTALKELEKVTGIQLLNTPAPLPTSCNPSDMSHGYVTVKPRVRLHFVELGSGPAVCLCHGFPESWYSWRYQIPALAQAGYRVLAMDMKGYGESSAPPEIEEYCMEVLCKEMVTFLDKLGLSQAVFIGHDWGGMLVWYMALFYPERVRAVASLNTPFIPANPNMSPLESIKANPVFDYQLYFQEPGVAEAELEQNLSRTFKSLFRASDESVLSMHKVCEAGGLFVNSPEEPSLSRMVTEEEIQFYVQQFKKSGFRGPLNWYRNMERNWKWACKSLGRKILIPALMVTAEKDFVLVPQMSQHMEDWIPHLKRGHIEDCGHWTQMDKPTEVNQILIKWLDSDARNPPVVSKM
HUVEC prolif 384 = blocks proliferation of human endothelial cells. HUVEC proliferation, CellTiter-Glo luminescence, 72 h; active compounds read low. viability, % at 10 µM (by protocol). 86,000 tested, 1.1% active;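 active means viability at or below 30%; inactive means viability above 30%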;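 further: 100% = median luminescence of DMSO-only cell control wells on each plate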
S1P2 blocker = blocks the human S1P2 receptor. O95136. AID 736. 97,000 tested, 0.21% active. cell-based S1P2 antagonist assay, inhibition at 5 uM. inhibition, % at 5 µM; in the data active means inhibition above about 45%;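 further: CRE beta-lactamase reporter cells expressing human S1P2 stimulated with S1P; 0% = agonist at EC80 alone and 100% = agonist plus reference antagonist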
sEH activator = soluble epoxide hydrolase (human) activation; P34913; purified human sEH enzymatic activity, activator screen; activation, % at 2 µM; 91,000 tested, 0.04% active; AID 717; in the data active means activation above about 37%; further: values of inactives mirror those of a sister screen read the other way
Fibroblast inh = blocks proliferation of human lung fibroblasts | viability, % at 10 µM | LL 47 human lung fibroblast viability, ATP luminescence; active compounds read low | AID 719 | 85,000 tested, 1.1% active;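 active means viability at or below 50% in the single dose screen; inactive means viability above 50%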;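 further: compound exposure lasted 72 h before the ATP readout; 100% = median luminescence of untreated cell-only wells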
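Material: human lung fibroblast line LL 47, low passage; Evaluation: viability percentage against median untreated-cell control; Buffer or medium: 15% FBS in IMEM; Incubation: 72 h compound exposure at 37 °C after overnight plating; Dosing: 0.1% DMSO in all compound wells; Measured by: CellTiter-Glo luminescence.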
LYP act = LYP (human) phosphatase activation; Q9Y2R2; recombinant LYP, DiFMUP fluorescence; 0 = plate median, 100 = signal doubled; activation, % at 2 µM; 96,000 tested, 0.11% active;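 active means activation at 2 µM above a set limit, the mean plus 5 SD, cut at about 37% in these data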
An asterisk follows results filed as active; . = no result given. The list is partial. The share of hits here may be higher or lower than overall.

SMILES	S1P2 agonist	PostGolgi ctrl	H69AR growth 86K	sEH inh	HUVEC prolif 384	S1P2 blocker	sEH activator	Fibroblast inh	LYP act
Cc1cc(C)nc(SCc2nnc(SCC(=O)N3CCCc4ccccc43)o2)n1	-5	14	83	4	92	-3	-6	100	14
Cn1c(=O)oc2cc(S(=O)(=O)NC3CCCc4ccccc43)ccc21 (configuration not stated)	-7	-2	90	-7	99	4	6	101	4
Cc1ccc(-n2cc(C(C)(C)C)[nH]c2=S)cc1	-9	8	95	-12	89	-7	12	98	0
CCC(C)(C)n1nnnc1C(c1cccs1)N1CCN(Cc2ccccc2)CC1 (configuration not stated)	-6	4	103	.	108	-2	.	100	8
CS(=O)(=O)N(CC(=O)NCCc1ccccc1)C1CCCCC1	-3	-10	96	-1	97	5	0	103	-7
C=CCn1c(SC(C)C(=O)NCc2ccc3c(c2)OCO3)nnc1C1CCCCC1 (configuration not stated)	.	2	72	.	88	.	.	87	.
O=C1c2ccccc2-c2ccc(C(=O)N3CCOCC3)cc21	1	0	107	-3	94	-23	2	104	-8
CCOC(=O)Cn1c(N2CCOCC2)nc2c1c(=O)[nH]c(=O)n2C	-5	9	93	7	87	-8	-5	94	-2
Cc1ccc(S(=O)(=O)N2CCOCC2)cc1C(=O)Nc1ccc(-c2cn3ccsc3n2)cc1	.	2	90	.	94	.	.	98	.
O=C(Oc1ccc(F)cc1C(=O)/C=C/c1cccs1)c1cccc([N+](=O)[O-])c1	-4	19	3.0*	4	60	10	-5	64	-2
Cc1cc(S(=O)(=O)N2CCN(c3ccccc3C)CC2)ccc1F	-4	30*	61	5	106	-11	-7	100	3
CCn1c(SCC(=O)N2CCOCC2)nnc1-c1cccs1	-12	5	82	-10	103	17	9	92	6
CC(=O)c1cccc(NC(=O)c2ccc(N(Cc3ccccc3C)S(C)(=O)=O)cc2)c1	-5	.	79	3	90	-1	2	91	1
Cc1cc(C)n(-c2nc(NC(C)C)nc(NC(C)C)n2)n1	-6	18	.	1	.	-24	0	.	7
O=C1N(Cc2ccccc2)CCCC12CCCN(Cc1ccccc1)C2=O	-4	2	100	3	108	23	-3	110	4
Cc1ccc(C(=O)OCC(=O)NC(=O)c2cccn2C)cc1	-3	0	84	-6	99	-7	6	99	-2
O=C(CSc1nc2ccccc2n1-c1ccccc1)NCC1CCCO1 (configuration not stated)	2	6	79	12	103	11	-11	97	14
Cc1cc(-c2ccccc2)n2ncc(C#N)c2n1	2	0	110	.	102	-14	.	103	.
Cc1ccc(C(=O)OCC(=O)Nc2sc3c(c2C#N)CCCC3)cc1NC(=O)c1ccco1	-3	-9	89	7	91	-12	-6	104	0
Fc1ccc(-c2nnc(SCc3ncc(-c4ccccc4)o3)n2CC2CCCO2)cc1 (configuration not stated)	-6	20	80	-5	104	23	6	95	3
Cc1nnc(-c2ccccc2)nc1N1CCOCC1	-1	4	.	-27	.	-3	24	.	3
Nc1nnc(-c2ccccc2)c(-c2ccccc2)n1	0	10	90	22	96	7	-26	87	-1
CCOC(=O)c1c(NC(=O)c2nc3n(n2)C(C(F)F)CC(C)N3)sc2c1CCCC2 (configuration not stated)	-2	-2	92	-4	89	-12	3	93	-9
CC(O)CNc1nc2c(c(=O)n(C)c(=O)n2C)n1Cc1cccc(C(F)(F)F)c1 (configuration not stated)	-6	7	78	2	96	-22	-2	94	2
CCC(C)C(=O)Nc1cc(C(=O)OC)cc(C(=O)OC)c1 (configuration not stated)	-13	0	98	-4	92	11	5	101	-3

Sorted by the number under sEH activator (descending): 7 from the list above.
structure | sEH activator
Cc1ccc(-n2cc(C(C)(C)C)[nH]c2=S)cc1 | 12
Cn1c(=O)oc2cc(S(=O)(=O)NC3CCCc4ccccc43)ccc21 (configuration not stated) | 6
CCC(C)C(=O)Nc1cc(C(=O)OC)cc(C(=O)OC)c1 (configuration not stated) | 5
O=C1c2ccccc2-c2ccc(C(=O)N3CCOCC3)cc21 | 2
CC(O)CNc1nc2c(c(=O)n(C)c(=O)n2C)n1Cc1cccc(C(F)(F)F)c1 (configuration not stated) | -2
Cc1ccc(C(=O)OCC(=O)Nc2sc3c(c2C#N)CCCC3)cc1NC(=O)c1ccco1 | -6
Cc1cc(S(=O)(=O)N2CCN(c3ccccc3C)CC2)ccc1F | -7

The listing continues:
SMILES	S1P2 agonist	PostGolgi ctrl	H69AR growth 86K	sEH inh	HUVEC prolif 384	S1P2 blocker	sEH activator	Fibroblast inh	LYP act
CCOC(=O)C(C)Sc1nc(-c2ccco2)cc(C(F)(F)F)c1C#N (configuration not stated)	-5	12	66	-1	114	-19	0	103	9
COc1ccc(NC(=O)CN(c2ccccc2)S(=O)(=O)N(C)C)cc1OC	-2	-3	101	2	98	5	-2	102	-14
Cc1c(NC2=NC3(CCCCC3)Cc3ccccc32)c(=O)n(-c2ccccc2)n1C	-3	1	.	-6	.	12	4	.	4
Clc1ccc(CSc2cc3c(nn2)-c2ccccc2CC3)cc1Cl	-5	26	.	-9	.	3	11	.	-5
CCN(CC)CCN1C(=O)C(=O)/C(=C(/O)c2cnn(-c3ccccc3)c2C)C1c1cccs1 (configuration not stated)	0	11	.	-1	.	16	0	.	6
CCOC(=O)N1CCN(C(=O)C2CCN(S(=O)(=O)c3ccccc3)CC2)CC1	-1	2	93	-8	93	-9	7	99	6
Cc1ccc(C(=O)CSc2nnc(-c3cccs3)n2C)o1	-2	17	98	.	100	5	.	95	-10
CN(C(=O)c1ccc(Cl)c(S(=O)(=O)N2CCOCC2)c1)c1ccccc1C(=O)O	-4	-1	94	6	100	9	-7	99	-3
COC(=O)c1cc(NC(=O)Nc2cc(OC)ccc2OC)cc(C(=O)OC)c1	-2	20	42	6	74	-1	-6	99	-6
CCOC(=O)Nc1cc(C(=O)OC)ccc1C	-4	0	.	-7	.	-16	6	.	13
CC1CCN(S(=O)(=O)c2ccc3c(c2)oc(=O)n3CC(=O)NCc2ccc3c(c2)OCO3)CC1	-4	-3	94	6	101	16	-9	99	4
CCOC(=O)N1CCN(C(=O)c2ccc3c(=O)n4c(nc3c2)CCCCC4)CC1	-4	2	100	-17	97	15	14	101	-2
COc1ccc(-c2nc(C)c(C(C)=O)n2O)cc1	4	-1	82	11	94	-4	-11	101	-1
CCOC(=O)N1CCN(C(=O)CSCC(=O)Nc2nc(-c3ccc4c(c3)OCO4)cs2)CC1	2	8	76	-6	94	-2	5	104	7
CC(=O)N1CCN(c2ccc(NCc3ccccc3)cc2)CC1	-1	4	79	-9	102	-1	8	91	-9
Clc1ccc(OCCCn2cncn2)cc1Cl	5	-3	103	-16	96	9	11	104	1
CC1CCN(S(=O)(=O)c2ccc(C(=O)NCc3ccc4c(c3)OCO4)cc2)CC1	0	-2	81	47	68	-1	-48	97	6
Cc1noc(/C=C/c2ccco2)c1S(=O)(=O)N1CCC(C(=O)N(C)Cc2ccccc2)CC1	-7	15	71	.	94	23	.	98	-3
Cc1cc2c(c(=O)n1CC1CCCO1)C(c1ccc3c(c1)OCO3)C(C#N)=C(N)O2 (configuration not stated)	-5	5	90	.	105	9	.	101	2
Cc1cccc(C(=O)Nc2ccc(C(=O)/C=C/c3cccs3)cc2)c1	-2	3	.	0	.	12	0	.	-10
COc1ccc(CN2C(=O)CS(=O)CC2=O)cc1OC	-2	1	.	5	.	-1	-6	.	2
Clc1ccc(/C=N/c2c(-c3ccco3)nc3ccccn23)cc1	0	6	87	2	102	6	-3	95	-8
CCNC(=S)NNC(=O)c1csc2ccccc12	-6	4	.	9	.	14	-4	.	-9
Cc1ccc2[nH]c(=O)c(CN(CCCN3CCOCC3)Cc3nnnn3C3CCCC3)cc2c1	-3	-3	85	-4	94	-30	4	89	2
O=C(NCC(=O)N(CCc1ccccc1)C(C(=O)NC1CCCCC1)c1ccncc1)c1ccco1 (configuration not stated)	-5	-5	89	-8	99	6	7	99	5

(continued)
SMILES	S1P2 agonist	PostGolgi ctrl	H69AR growth 86K	sEH inh	HUVEC prolif 384	S1P2 blocker	sEH activator	Fibroblast inh	LYP act
Fc1ccc(NC(=S)N2CCCC2)cc1	-1	.	.	-9	.	25	12	.	3
O=C(CC1NC(=O)NC1=O)NC1(C(=O)NC2CCCCC2)CCCCC1 (configuration not stated)	1	14	93	-6	96	11	6	98	-2
CC(N=Cc1ccccc1O)c1ccccc1 (configuration not stated)	-3	-4	101	-4	100	-6	6	107	7
O=S(=O)(NC1CCCC1)c1ccc(S(=O)(=O)N2CCN(c3ccccc3)CC2)cc1	-3	-14	67	-17	78	-8	14	87	-2
CC1CC(=O)Nc2ccccc2N1S(=O)(=O)c1ccccc1 (configuration not stated)	0	-3	.	-11	.	-2	14	.	-1
Cc1ccccc1-n1nc2c(c1NC(=O)c1ccc(S(=O)(=O)N(C)C)cc1)CSC2	-6	-1	85	-9	99	9	7	97	-4
O=S(=O)(c1ccccc1)c1nc(Nc2ccccc2N2CCOCC2)sc1Cl	-8	27	75	-11	84	9	13	87	0
CCOC(=O)c1c(C)c(C(=O)NC(C)COC)c(C)n1C (configuration not stated)	.	-3	88	.	96	.	.	101	.
COc1ccc(-c2c(=O)n(OCc3ccccn3)c3ccccc3[n+]2[O-])cc1OC	-1	14	83	4	100	-32	-5	111	7
Cc1nc2ncnn2c(C)c1CCC(=O)Nc1csc(N)n1	-4	4	.	-15	.	16	18	.	-4
O=S(=O)(c1ccc(-c2csc(-c3cccnc3)n2)cc1)N1CCCCC1	-10	41*	47	8	90	3	-5	106	5
CCOC(=O)c1ccc(NC(=O)Nc2ccc(S(N)(=O)=O)cc2)cc1	-11	2	88	12	101	3	-14	94	-4
O=S(=O)(Cc1cccc(F)c1)c1c[nH]c2ccccc12	-5	3	98	.	100	2	.	92	7
CCOc1ccc(C2CC(=O)NC(SC)=C2C#N)cc1 (configuration not stated)	3	1	98	.	88	5	.	106	2
CCn1c(N2CCN(C(=S)NC)CC2)nc2ccccc21	-4	0	.	7	.	21	-8	.	4
COc1nc(N2CCCCCC2)nc(N2CCCCCC2)n1	-12	32*	110	24	111	1	-26	107	0
Cc1ccc2oc(=O)c3cnn(CC(=O)NCCN4CCOCC4)c3c2c1	.	1	93	.	94	.	.	87	.
O=C(c1cccnc1)N1CCN(Cc2cccc(Br)c2)CC1	0	5	.	-2	.	-1	4	.	16
CCCCOC(=O)Nc1nnc(CCOCC)s1	-2	1	88	-5	99	-6	8	95	-5
COc1nn(C(C)C(=O)N2N=C(C(F)F)CC2(O)C(F)F)cc1[N+](=O)[O-] (configuration not stated)	-5	.	100	15	101	-1	-13	93	-1
COc1ccc(/C(N)=N/OC(=O)c2ccc(C)c([N+](=O)[O-])c2)cc1OC	-3	3	24*	-9	84	5	12	96	2
O=C(Oc1cccc(NC(=O)c2ccco2)c1)c1ccc(Br)c(S(=O)(=O)N2CCCCC2)c1	0	8	53	-11	77	3	12	100	0
Cc1ccc(-c2csc(C3C(N)=NC(S)=C(C#N)C34CCCCC4)n2)cc1 (configuration not stated)	-1	3	.	6	.	-22	-8	.	-15
CCSc1nc(C)c(C(C)=O)cc1C#N	-1	7	101	13	103	0	-16	99	0
COc1ccc(-n2nc3c(c2NC(=O)c2c(-c4ccccc4Cl)noc2C)CS(=O)(=O)C3)cc1	-4	0	81	10	99	19	-9	102	-4
COCCn1nnnc1C(C(C)C)N(Cc1cccnc1)Cc1cc2cc(OC)ccc2[nH]c1=O (configuration not stated)	-2	-2	91	-4	83	-1	5	104	8
Cc1ccc(C)c(S(=O)(=O)NCC(=O)Nc2sc3c(c2C(N)=O)CCC(C)C3)c1 (configuration not stated)	-8	5	.	-12	.	-13	14	.	-8
NCCCCCc1nnc(SCC(=O)Nc2cccc(Cl)c2)o1	-5	1	91	-4	82	4	3	92	12
CCCSC1=N/C(=C\C=C\c2ccco2)C(=O)S1	-2	3	71	3	85	20	-3	92	-11

Three compounds from above, reduced to PostGolgi ctrl and H69AR growth 86K.
SMILES | PostGolgi ctrl | H69AR growth 86K
Cc1ccc(C)c(S(=O)(=O)NCC(=O)Nc2sc3c(c2C(N)=O)CCC(C)C3)c1 (configuration not stated) | 5 | .
O=S(=O)(NC1CCCC1)c1ccc(S(=O)(=O)N2CCN(c3ccccc3)CC2)cc1 | -14 | 67
Cc1ccccc1-n1nc2c(c1NC(=O)c1ccc(S(=O)(=O)N(C)C)cc1)CSC2 | -1 | 85

High-throughput results from PubChem BioAssay.
